# RGS4 pot: RGS4 potentiators or activators, primary screen, cell-based, HEK293 M3R inducible RGS4, calcium flux; carbachol calcium flux Fluo4; active compounds read low; B-score at 10 µM; actives 0.92% (n = 310,000); AID 463111, 2010;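 active = B-score of the integrated calcium signal more than 4 SD below the library mean, with starting fluorescence not abnormally high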;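 note: negative B-score means reduced calcium response which marks RGS4 activation or potentiation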
#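 Assay system: Inducible-RGS4 HEK293 cells carrying M3 receptor | Schedule: Compound preincubation 20 min at room temperature before agonist | Signal: Kinetic calcium fluorescence imaging with Fluo4-AM dye, 2 µM | Read-out basis: B score from integrated fluorescence ratio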
# MrgX1 antag: antagonists of human MrgX1 receptor, primary screen, HEK293 cells, Fluo-4 calcium flux; BAM8-22 antagonism; active compounds read low; B-score at 10 µM; actives 1.3% (n = 310,000);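 active = calcium-response B-score plate-corrected more than 3 library SD below zero, starting fluorescence within 5 deviations, no agonist response on first addition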;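 note: peak minus trough fluorescence over baseline after final BAM8-22 challenge near maximal dose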
# SKKanGAS inh: S. pyogenes SKKanGAS growth inhibitors in kanamycin, primary screen, streptokinase expression inhibitor project, SKKanGAS strain, BacTiter-Glo luminescence. actives 1.3% (n = 300,000). inhibition, % at 7.5 µM. 6 h;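 active = mean replicate score, as percent of positive control median, at least 50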;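 note: strain carries kanamycin resistance gene driven by streptokinase promoter and grows in 40 µg/ml kanamycin; loss of luminescence reflects streptokinase promoter inhibition or plain growth inhibition; 0% = median of DMSO wells and 100% = positive control at its reference dose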
# TRPC6 activator: mouse TRPC6 channel activators, primary screen, cell-based, HEK293, membrane potential dye | Short transient receptor potential channel 6 (Mus musculus), Q61143 | HEK293-TRPC6 membrane potential dye fluorescence; active compounds read high | B-score at 10 µM | actives 0.13% (n = 310,000) | AID 2550, 2010;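 active = B-score of the integrated fluorescence ratio above library mean plus 3 SD, and starting fluorescence ratio within library mean plus 5 SD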;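 note: higher score means more depolarization so channel activation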
# Target sequence (Q61143 whole entry, looked up): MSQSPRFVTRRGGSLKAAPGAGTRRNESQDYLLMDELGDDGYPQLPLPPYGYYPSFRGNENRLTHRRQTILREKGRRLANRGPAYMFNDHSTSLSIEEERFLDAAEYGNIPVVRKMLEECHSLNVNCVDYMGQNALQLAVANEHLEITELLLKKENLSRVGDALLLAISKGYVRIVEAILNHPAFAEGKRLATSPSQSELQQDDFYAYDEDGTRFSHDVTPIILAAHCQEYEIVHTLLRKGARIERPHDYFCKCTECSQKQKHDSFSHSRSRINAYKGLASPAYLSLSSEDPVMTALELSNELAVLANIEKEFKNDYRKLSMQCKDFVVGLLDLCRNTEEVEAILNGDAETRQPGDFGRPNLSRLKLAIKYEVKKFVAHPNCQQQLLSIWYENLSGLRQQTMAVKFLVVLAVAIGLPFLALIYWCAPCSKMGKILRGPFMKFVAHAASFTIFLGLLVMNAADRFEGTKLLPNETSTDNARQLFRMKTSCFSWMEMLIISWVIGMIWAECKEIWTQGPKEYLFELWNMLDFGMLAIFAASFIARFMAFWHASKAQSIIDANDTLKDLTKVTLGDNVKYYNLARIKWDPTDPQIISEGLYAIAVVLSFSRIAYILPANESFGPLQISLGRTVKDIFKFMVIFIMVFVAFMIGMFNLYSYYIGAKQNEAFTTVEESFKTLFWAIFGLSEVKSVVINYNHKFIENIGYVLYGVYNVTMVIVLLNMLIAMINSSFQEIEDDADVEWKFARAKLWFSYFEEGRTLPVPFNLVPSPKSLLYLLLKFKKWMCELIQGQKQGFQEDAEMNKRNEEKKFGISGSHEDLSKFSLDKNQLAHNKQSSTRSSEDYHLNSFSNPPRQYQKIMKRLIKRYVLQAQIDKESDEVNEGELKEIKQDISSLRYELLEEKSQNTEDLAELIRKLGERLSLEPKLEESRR
# RGS4 block: RGS4 inhibitors, primary screen, cell-based, HEK293 M3R inducible RGS4, calcium flux | Fluo-4 calcium flux; active compounds read high; triggered by carbachol at its EC20 | actives 0.45% (n = 310,000) | AID 463165, 2010 | Regulator of G-protein signaling 4 (Homo sapiens), P49798 | B-score at 10 µM;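 active = B-score, a plate-corrected calcium signal, over three deviations above library mean, with baseline fluorescence within five deviations of library mean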;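 note: RGS4 expression induced by doxycycline in cells with stable M3 receptor; B-score is computed from the integrated fluorescence ratio over baseline after carbachol; higher B-score means a larger calcium signal and so more RGS4 inhibition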
# Target sequence (P49798 whole entry, looked up): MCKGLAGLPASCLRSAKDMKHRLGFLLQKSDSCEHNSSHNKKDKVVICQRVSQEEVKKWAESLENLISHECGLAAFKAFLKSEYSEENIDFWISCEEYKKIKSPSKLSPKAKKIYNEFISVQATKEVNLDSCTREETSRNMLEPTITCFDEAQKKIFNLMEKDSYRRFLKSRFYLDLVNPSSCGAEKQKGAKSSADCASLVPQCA
# HIF act: HIF pathway transcriptional activators, primary screen, cell-based, U2OS HRE-luciferase, luminescence; U2OS HRE-luciferase reporter; normalized: DMSO 0%, desferrioxamine 100%; activation, % at 7.5 µM (by protocol); actives 0.32% (n = 300,000); AID 1910, 2009;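 active = mean activation of at least 10% of the iron chelator positive control signal, with at least half of replicates also reaching 10%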
# TRPC6 inhibitor: mouse TRPC6 channel inhibitors, primary screen, cell-based, HEK293, membrane potential dye; Short transient receptor potential channel 6 (Mus musculus), Q61143; ACh-evoked depolarization; active compounds read low; B-score at 10 µM; actives 1.1% (n = 310,000); AID 2553, 2010;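 active = B-score under library mean minus 3 SD, initial fluorescence not abnormally high, positive integrated signal ratio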;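 note: B-score derived from integrated fluorescence ratio over the kinetic read; more negative B-score means stronger inhibition of depolarization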
# MrgX1 ag: agonists of human MrgX1 receptor, primary screen, HEK293 cells, Fluo-4 calcium flux; Mas-related G-protein coupled receptor member X1 (Homo sapiens), Q96LB2; Fluo-4 calcium fluorescence, agonist mode; active compounds read high; B-score at 10 µM; actives 0.44% (n = 310,000); AID 588627, 2011;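 active = calcium response B-score plate-corrected fluorescence ratio at least 3 library SD, with starting fluorescence B-score inside 5 SD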
#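 Material: MrgX1-expressing HEK293 cells / Dosing: compound as first of three additions / Incubation: overnight seeding, then 1 h dark dye loading / Signal: Fluo-4 NW calcium fluorescence / Evaluation: B-scored fluorescence response ratio / Benchmarks: positive and negative control wells on each plate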
# Platelet DG rel: inhibitors of platelet dense granule secretion, primary screen, cell-based, MLPCN, human platelets; inhibition, %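 (compounds screened at 7.5 µM in platelet-rich plasma)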; human platelet-rich plasma, SFLLRN dense granule ATP release, luminescence; actives 0.22% (n = 300,000); AID 1663, 2009;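 active = mean replicate score, as percent of positive control, at or above 50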
# MrgX1 allo act: positive allosteric modulators of MrgX1, primary screen, HEK293 cells, Fluo-4 calcium flux; actives 0.63% (n = 310,000); FDSS; active compounds read high; B-score at 10 µM;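 active = plate-corrected calcium response at least 3 library SD above typical, normal starting fluorescence, not activating the receptor alone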;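 note: compound read alongside a low EC10 to EC30 dose of BAM8-22 agonist; peak minus trough fluorescence over baseline measured at the second addition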
# TRPC4 inh: inhibitors of mouse TRPC4 channel, primary screen, Fluo4 calcium, HEK293 TRPC4beta/mu-opioid cells | actives 0.39% (n = 300,000) | B-score at 10 µM | AID 2247, 2010 | Short transient receptor potential channel 4 (Mus musculus), Q9QUQ5 | DAMGO-evoked Fluo4 calcium flux; active compounds read low;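 active = B-score over 3 SD under the library average, no early fluorescence shift, positive overall ratio signal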
#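 Test system – stable TRPC4beta/mu-opioid receptor HEK293 cells · Probe or stimulus – DAMGO, a submaximal dose followed by a maximal one · Dosing – one concentration per compound · Signal – Fluo4 calcium fluorescence by kinetic imaging, 5 s 1 Hz baseline · Evaluation – per-well B score of integrated baseline-normalized Fluo4 ratio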
# Numbers without * were called inactive; i = inactive; / = not tested or not shown. Compounds as they come; 6.1% or so of the library scored in one or more.
SMILES,RGS4 pot,MrgX1 antag,SKKanGAS inh,TRPC6 activator,RGS4 block,HIF act,TRPC6 inhibitor,MrgX1 ag,Platelet DG rel,MrgX1 allo act,TRPC4 inh
COc1ccc(-n2nnc3c(SCC(=O)NCc4ccco4)ncnc32)cc1,i,i,-1,i,i,1.5,i,i,-3,i,i
CCN(CC)C(NC(=O)c1ccccc1)C(=O)c1ccccc1 (configuration not stated),i,i,-5,i,i,0.8,i,i,3,i,i
O=C(/C=C/c1ccc2c(c1)OCO2)Nc1nc(-c2ccccc2)cs1,i,i,38,i,i,0.5,i,i,0,i,i
Cc1cccc(N2CCN(C(=O)CN3C(=O)NC(C)(C)C3=O)CC2)c1C,i,i,/,i,i,1.8,i,i,9,i,i
O=c1c(-c2ccnn2-c2ccc(F)cc2)cnc2n1CCS2,i,i,1,i,i,-16,i,i,2,i,i
O=C1CC(c2cccc([N+](=O)[O-])c2)c2c(ccc3ccccc23)N1 (configuration not stated),i,i,20,i,i,1.8,i,i,/,i,i
Cc1c(NC(=O)C(C)OC(=O)c2cc(Cl)ccc2O)c(=O)n(-c2ccccc2)n1C (configuration not stated),i,i,-6,i,i,-0.4,i,i,27,i,i
CCCC(=O)NCCc1nc2ccccc2n1CC(=O)c1ccccc1,i,i,-1,i,i,-0.4,i,i,-15,i,i
COc1ccccc1NS(=O)(=O)c1ccc2oc(=O)ccc2c1,i,i,0,i,i,-18,i,i,-4,i,i
O=C(NC1CCN(Cc2ccccc2)CC1)c1cc(-c2ccccn2)nc2ccccc12,i,i,-1,i,i,0.6,i,i,8,i,i
CCn1cc(CN2CCCC(CNS(=O)(=O)c3ccc(OC)cc3)C2)cn1 (configuration not stated),i,/,-4,i,i,-10,i,/,0,/,i
CCN(CC)S(=O)(=O)c1ccc(OC)c(NC(=O)c2cccc(C)c2[N+](=O)[O-])c1,i,i,1,i,i,-1.1,i,i,0,i,i
COc1ccccc1NS(=O)(=O)c1cc(-c2cc(C)no2)ccc1OC,i,i,1,i,i,1.1,i,i,0,i,i
O=C(NC12CC3CC(CC(C3)C1)C2)c1cccc(OC(F)F)c1,i,i,0,i,i,0.5,i,i,1,i,i
Oc1ccccc1Nc1nc(-c2ccccc2O)nc2ccccc12,i,i,-6,i,i,-1.1,i,i,2,i,i

# Reprinted at random: 2 records from the list, in no set order.
SMILES,RGS4 pot,MrgX1 antag,SKKanGAS inh,TRPC6 activator,RGS4 block,HIF act,TRPC6 inhibitor,MrgX1 ag,Platelet DG rel,MrgX1 allo act,TRPC4 inh
O=C(/C=C/c1ccc2c(c1)OCO2)Nc1nc(-c2ccccc2)cs1,i,i,38,i,i,0.5,i,i,0,i,i
Oc1ccccc1Nc1nc(-c2ccccc2O)nc2ccccc12,i,i,-6,i,i,-1.1,i,i,2,i,i

# Next section:
SMILES,RGS4 pot,MrgX1 antag,SKKanGAS inh,TRPC6 activator,RGS4 block,HIF act,TRPC6 inhibitor,MrgX1 ag,Platelet DG rel,MrgX1 allo act,TRPC4 inh
CCOC(=O)c1c(C)[nH]c(C=Nc2ccc(OC)cc2)c1O,i,i,0,i,i,2.7,i,i,-2,i,i
CC(C)c1ccc(S(=O)(=O)N2CCN(CCC(=O)Nc3ccc(N(C)C)cc3)CC2)cc1,i,/,11,i,i,-0.7,i,/,-9,/,i
COc1ccc(CCNC(=O)CN(c2cc(C)cc(C)c2)S(=O)(=O)c2c(C)noc2C)cc1OC,i,i,-1,i,i,-0.7,i,i,2,i,i
Cc1ccc(C)c(/C(O)=C2/C(=O)C(=O)N(CCN3CCOCC3)C2c2ccc(C)o2)c1 (configuration not stated),i,i,9,i,i,-0.3,i,i,-5,i,i
Cc1cccc(OCCCOc2cccc3cccnc23)c1C,i,i,58*,i,i,0.2,i,i,-1,i,i
COc1ccc(Cn2c(C)nnc2-c2cnn(C)c2N)cc1OC,i,i,0,i,i,-0.6,i,i,1,i,i
CCOc1cc(/C=N/NC(=O)c2cc(C3CC3)[nH]n2)ccc1O,i,i,12,i,i,0.0,i,i,8,i,i
O=C(c1cccc(NS(=O)(=O)c2ccc(F)cc2)c1)N1CCN(c2ccccc2)CC1,i,i,12,i,i,-0.2,i,i,-18,i,i
CC1(C)CC(O)C(C(O)c2cccc([N+](=O)[O-])c2)C(C)(C)N1 (configuration not stated),i,i,1,i,i,-2.0,i,i,26,i,i
Cc1c(C)n2c(SCC(=O)N3CCCCCC3)nnc2[nH]c1=O,i,i,-4,i,i,-0.3,i,i,16,i,i
CSc1nc2sc3c(c2c(=O)n1C)CCC(C)C3 (configuration not stated),i,i,3,i,i,/,i,i,2,i,i
O=C(NCCN1CCCC(O)C1)c1cc(COc2ccc(F)cc2Cl)on1 (configuration not stated),i,i,0,i,i,0.3,i,i,8,i,i
O=C(O)c1cc(-c2ccccc2Cl)n(-c2cccc(Cl)c2)n1,i,i,4,i,i,-4.4,i,i,-7,i,i
COc1ccc(Nc2ncnc3ccc(Br)cc23)c(OC)c1,i,i,-5,i,i,-3.0,i,i,9,i,i
CCN(CC)S(=O)(=O)c1cc(NC(=O)CCNC(=O)c2ccccc2Cl)ccc1C,i,i,10,i,i,-0.3,i,i,0,i,i
CCO/C=C1\C(=O)N(c2ccc(OCC)cc2)C(=O)c2ccccc21,i,i,1,i,i,-0.3,i,i,1,i,i
Cc1cc(NS(=O)(=O)N(C)C)ccc1C(C)C,i,i,3,i,i,-0.6,i,i,2,i,i
CSc1nc(NCCOCCO)c2sc3nc(-c4ccco4)c4c(c3c2n1)CCC4,i,i,4,i,i,-0.1,i,i,-4,i,i
O=C(NC1CCN(Cc2ccccc2)CC1)C1COc2ccccc2O1 (configuration not stated),-8.5*,i,15,i,i,-44,-5.7*,i,-7,i,i
COc1cc(NC(=O)Cn2c(-c3cncs3)nc3ccccc32)cc(OC)c1OC,i,i,2,i,i,0.5,i,i,-5,i,i
CCCN1CCC(=O)N([C@H](CO)CC(C)C)CC1,i,i,-3,i,i,0.0,i,i,6,i,i
CC1CCCCN1S(=O)(=O)c1ccc(S(=O)(=O)N2CCN(c3ccc(F)cc3)CC2)cc1 (configuration not stated),i,i,3,i,i,/,i,i,-5,i,i
O=C(NCCc1ccccc1)C(c1cccs1)N(C(=O)CCl)c1ccc(Cl)cc1 (configuration not stated),-8.1*,i,-7,i,i,-4.6,i,i,17,i,i
N[C@@H](CO)c1nnc([C@H](CCC(=O)O)NC(=O)C2CCNCC2)o1,i,i,1,i,i,-0.8,i,i,2,i,i
COc1ccccc1CNC(=O)c1oc2ccccc2c1C,i,i,9,i,i,-0.4,i,i,39,6.7*,i
Cc1cc(C)n(C(=O)c2ccc(C)o2)n1,i,i,-2,i,i,-1.1,i,i,-3,i,i
COc1ccc(NC(=S)Nc2ccc(C)c(Cl)c2)cc1OC,i,i,8,i,i,4.7,i,i,-5,i,i
Cc1ccc(-c2nnc(SCC(=O)NC3CC3)n2N)cc1,i,i,-15,i,i,-0.3,i,i,29,i,i
Cc1ccc(NC(=O)c2cc(N3C(=O)C=CC3=O)ccc2N2CCOCC2)cc1Cl,i,i,61*,i,i,-1.4,i,i,26,i,i
Cc1ccc(NC(=O)C(=O)NCC2CCCN2S(=O)(=O)c2cccs2)cc1 (configuration not stated),i,i,2,i,i,-0.1,i,i,0,i,i
Cc1ccc(-n2c(SCC(=O)NCc3ccco3)nc3c([nH]c4ccccc43)c2=O)cc1,i,i,4,i,i,1.0,i,i,17,i,i
Cc1ccc(OCC(=O)Nc2ccc(CN3CCOCC3)cc2)cc1C,i,i,-4,i,i,0.7,i,i,-2,i,i
COCC(=O)Nc1ccc(S(=O)(=O)Nc2cc(C)nc(C)n2)cc1,i,i,2,i,i,-0.4,i,i,1,i,i
CC(=O)OCCCN1C(=O)c2ccc(Br)cc2C1=O,i,i,-1,i,i,0.0,i,i,-7,i,i
C=C(C)COc1ccc(-c2[nH]ncc2-c2ccc(OC)c(OC)c2)c(O)c1,i,i,2,i,i,0.8,i,i,-6,i,i
O=C(NN1C(=O)C2C3C=CC([C@H]4CC34)[C@@H]2C1=O)c1ccc(Br)cc1 (some centres not stated),i,i,-3,i,i,0.4,i,i,-4,i,i
CC1CN(C(=O)CCC(=O)NCCCN2CCC(Cc3ccccc3)CC2)c2cc(Cl)ccc2O1 (configuration not stated),i,i,-2,i,i,-1.5,i,i,-2,i,i
COC(=O)C1=CN(Cc2ccc(OC)cc2)C=C(C(=O)OC)C1c1ccsc1,i,i,-11,i,i,-0.2,i,i,-1,i,i
COc1cccc(OCc2cc(C(=O)N(Cc3nccn3C)C(C)C)no2)c1,i,i,3,i,i,-0.3,i,i,-5,i,i
O=C1CC2(CCCC2)Oc2ccccc21,i,i,-4,i,i,-0.5,i,i,-1,i,i
Cc1ccc(C)c(CSc2nnc(C)c(=O)[nH]2)c1,i,i,-15,i,i,-0.4,i,i,-4,i,i
O=C(CSc1nnc(-c2ccccc2)o1)N1CCc2ccccc2C1,i,i,-5,i,i,0.3,i,i,-4,i,i
COCCCn1c(C)nnc1SCC(=O)NCc1ccco1,i,i,-2,i,i,0.0,i,i,6,i,i
NS(=O)(=O)c1cccc(NC(=S)NC(=O)c2cccc([N+](=O)[O-])c2)c1,i,i,-1,i,i,0.3,i,i,0,i,i
C/C(=N\NC(=O)NC1CCCCC1)c1ccc(OC(F)F)cc1OC(F)F,i,i,-7,i,i,-0.3,i,i,1,i,i
Cn1c(Cc2cccs2)n[nH]c1=S,i,i,-3,i,i,-0.5,i,i,0,i,i
CC1(C)C(=O)N(c2ccccc2)C(=O)c2ccccc21,i,i,-2,i,i,-0.2,i,i,-7,i,i
O=C(c1ccccc1SCc1ccccc1)N1CCOCC1,i,i,-2,i,i,-28,i,i,-2,i,i

# Screening results: PubChem BioAssay, several laboratories
